MCF10A rerep = inducers of DNA re-replication in MCF 10A breast cells; MCF 10A DNA re-replication, Hoechst nuclear intensity, 48 h; Potency, µM (series often up to 46.1 µM), for inactives: at the highest dose activity, positive = re-replication, actives largely listed as activators; AID 624296; actives 2.9% (n = 350,000); also: potency is read from the fitted curve at half-maximal effect; % of control where 0% means no effect; nearly all actives have a fitted effect of over 50% in size
KB-3-1 cytotox = KB-3-1 parental cell cytotoxicity; KB-3-1 viability, CellTiter-Glo ATP luminescence, 72 h; actives 1.4% (n = 400,000); AID 1347075; Potency, µM (top dose mostly 46.1 µM), without a hit: at the top dose activity change, negative = cytotoxic, usual class: cytotoxic; also: potency is read from the fitted curve at half-maximal effect; % is scaled to controls: 0 for no effect and ±100 for the full control effect; nearly all actives have a fitted effect of over 60% in size
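Cytotoxicity in the drug-sensitive parental line KB-3-1 was scored as loss of CellTiter-Glo luminescence following 72 h incubation with compound. Values come from curve fitting of normalized concentration-response data.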
KB-V1 MDR tox = kills drug-selected multidrug resistant KB-V1 cells; actives 3.4% (n = 400,000); Potency, µM (top dose mostly 46.1 µM), inactives show top-dose activity change, negative = cytotoxicity, actives largely listed as cytotoxic; KB-V1 MDR cells viability, CellTiter-Glo, 72 h; also: potency is read from the fitted curve at half-maximal effect; % is scaled to controls: 0 for no effect and ±100 for the full control effect; nearly all actives have a fitted effect of over 60% in size
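Compound-treated KB-V1 multidrug-resistant cells, 72 h, 37 degrees C; viability by CellTiter-Glo. Fitted qHTS curves give the values.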
DRD3 agonist = agonists of human D3 dopamine receptor | D3R DiscoveRx beta-arrestin cells, luminescence, 90 min | max activation, % | actives 0.58% (n = 410,000) | AID 652048; in the data active = max activation above about 30%; also: 0% is about no effect; mostly tested at two doses, the higher about 12 µM
Target sequence (P35462 whole entry, looked up): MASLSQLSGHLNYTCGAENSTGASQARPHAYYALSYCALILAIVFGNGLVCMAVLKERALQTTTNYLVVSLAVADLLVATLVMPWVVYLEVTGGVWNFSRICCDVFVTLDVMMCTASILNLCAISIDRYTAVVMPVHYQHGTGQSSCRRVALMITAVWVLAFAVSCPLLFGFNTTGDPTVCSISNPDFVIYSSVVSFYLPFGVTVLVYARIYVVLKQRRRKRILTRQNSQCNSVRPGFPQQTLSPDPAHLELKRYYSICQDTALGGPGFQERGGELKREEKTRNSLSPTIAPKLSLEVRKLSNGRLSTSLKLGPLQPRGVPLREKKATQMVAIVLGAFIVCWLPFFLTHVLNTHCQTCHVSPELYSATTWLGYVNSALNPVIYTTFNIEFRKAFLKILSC
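Cells at 1500/well, incubated overnight, then treated with pinned compounds (dopamine as control) for 90 min at 37 degrees C. DiscoveRx reagent added for 30 - 60 minutes at room temperature; luminescence read.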
SW480 rerep = induces DNA re-replication in SW480 colon adenocarcinoma cells. Potency, µM (doses to about 46.1 µM), inactives show at the highest dose re-replication activation, most hits filed as activators. SW480 DNA re-replication, Hoechst DNA content imaging, 48 h. actives 1.8% (n = 340,000); also: potency is read from the fitted curve at half-maximal effect; % of control where 0% means no effect; nearly all actives have a fitted effect of over 55% in size
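Treated cells incubate 48 hr (37 C, 5% CO2), are stained 40 min with Hoechst, and nuclear fluorescence is enumerated; a rise in nuclei with high DNA signal marks re-replication.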
IL1B secr inh = inflammasome signaling inhibition, IL-1 beta readout; THP-1 LPS/ATP IL-1B secretion, AlphaLISA, 16 h; hits give low values; actives 4.7% (n = 360,000); activity change, % at 57.5 µM; in the data active = activity change below about -50%; inconclusive = mostly about -30% to -49%; also: % is scaled to controls: 0 for no effect and ±100 for the full control effect
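Secreted IL-1B measured by AlphaLISA bead assay after 16 h compound exposure of THP-1 cells; compounds (final up to 57.5 uM) added 1 h before LPS (250 ng/mL) and ATP (1.25 mM) stimulation; lower signal means less secretion.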
HT1080NT lethal = kills 2HG-producing HT-1080-NT fibrosarcoma cells. Potency, µM (titrated, usually from 46.1 µM), for inactives: top-dose activity, negative = less viability, hits mostly cytotoxic. AID 686970. actives 1.6% (n = 360,000). HT-1080-NT fibrosarcoma viability, CellTiter-Glo ATP luminescence, 48 h;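 also: NT is the 2HG producing partner of a matched IDH1 knockdown line; potency is read from the fitted curve at half-maximal effect; 0% = DMSO-treated cells and -100% = media-only wells without cells; nearly all actives have a fitted effect of over 55% in size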
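HT-1080-NT fibrosarcoma cells (2HG-overproducing), 750 cells/well in RPMI with 5% FBS, dosed after 2 h and incubated 48 h at 37C. CellTiter-Glo luminescence normalized to DMSO and no-cell wells; concentration-response curves fitted and classed.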
GLP1R cytotox = cytotoxicity in counter-screen for GLP-1R inverse agonists. HEK293 cAMP-luciferase reporter cells, luminescence, 24 h. Potency, µM (doses to about 38.3 µM), for the others: top-dose activity change, negative = inhibition, hits mostly inhibitors. actives 0.13% (n = 410,000). AID 624418;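 also: loss of luciferase light is scored as toxicity; potency is read from the fitted curve at half-maximal effect; % is scaled to controls: 0 for no effect and ±100 for the full control effect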
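To flag toxic compounds, the library was rerun on cells for 24 hr at 37 deg C and 5% CO2. Viability-linked luminescence was captured 12 min after adding luciferase detection reagent.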
HT1080 IDH1KD tx = HT-1080 IDH1 knockdown cell toxicity (counter line). actives 2% (n = 360,000). Potency, µM (series often up to 46.1 µM), for the others: at the highest dose activity, negative = toxicity, usual class: cytotoxic. HT-1080 IDH1 knockdown viability, ATP luminescence, 48 h. AID 686971;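 also: potency is read from the fitted curve at half-maximal effect; 0% = DMSO wells and -100% = cell-free medium wells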
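Assay cells: HT-1080 with IDH1 knockdown, 750 per well, RPMI/5% FBS. Exposure: 48 h at 37 °C following 2 h pre-incubation. Read: CellTiter-Glo luminescence; fitted concentration-response, curve class assigned.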
Active calls of the source: *; ? = inconclusive; / = no result given; [ ] = dose if it differs, or a comment. Unless noted, calls follow the shape of the dose curve; as a rule, active = well fitted curve in the direction sought with a large enough effect; inconclusive = small, poorly fitted or top-dose-only effect, or another doubt; inactive = no such curve, though single readings can be large; an effect the other way counts as inactive or inconclusive.

1	COc1ccc(CNC(=O)C2CCN(C(=O)c3sccc3-n3cccc3)CC2)cc1
2	Cc1ccc2nc(C(Cl)(Cl)Cl)nc(N/N=C/c3ccncc3)c2c1
3	Cc1cccc(CNC(=O)c2ccc(NC(=O)C3=CSCCO3)cc2)c1
4	COc1ccc(NC(=O)CN(C)C(=O)CCCN2C(=O)c3cccc4cccc(c34)C2=O)cc1
5	O=C(NC(c1ccccc1)c1ccccc1)N1CCN(CCO)CC1
6	CCCCCC(=O)N1CCN(S(=O)(=O)c2ccc3c(c2)OCCCO3)CC1
7	c1ccc(-c2c[n+]3c(n2-c2ccccc2)SCC3)cc1
8	CCCn1c2ccccc2c2nnc(SCC(=O)Nc3cc(C)on3)nc21

Compound,1,2,3,4,5,6,7,8
MCF10A rerep,-2%,1%,6%,5%,-1%,6%,12%,-1%
KB-3-1 cytotox,20%,-1%,15%,-1%,-15%,-11%,3.3µM*,1%
KB-V1 MDR tox,-23%,22%,0%,-12%,28%,?,?,?
DRD3 agonist,-17,-2,3,-7,-52,-5,-8,-5
SW480 rerep,-11%,-53%[inhibitor],1%,2%,-11%,1%,21%,0%
IL1B secr inh,?,38,-2,-26,4,-15,-10,-6
HT1080NT lethal,-10%,-4%,8%,-1%,-2%,1%,-3%,-9%
GLP1R cytotox,-4%,1%,-4%,1%,5%,-8%,-2%,18%
HT1080 IDH1KD tx,3%,-6%,6%,-1%,7%,1%,?,1%

The list goes on; the last four above are carried over.
5	O=C(NC(c1ccccc1)c1ccccc1)N1CCN(CCO)CC1
6	CCCCCC(=O)N1CCN(S(=O)(=O)c2ccc3c(c2)OCCCO3)CC1
7	c1ccc(-c2c[n+]3c(n2-c2ccccc2)SCC3)cc1
8	CCCn1c2ccccc2c2nnc(SCC(=O)Nc3cc(C)on3)nc21
9	Cc1ccc(S/C=C\C(=O)c2ccccc2)cc1
10	COc1cc(NC(=O)Cn2cnc3sc(C)c(S(=O)(=O)N4CCOCC4)c3c2=O)cc(OC)c1OC
11	COc1ccc(C(NC(C)=O)c2cc(Cl)c3cccnc3c2O)cc1 (stereo not drawn)
12	CCn1c(COc2ccccc2)nnc1SCC(=O)Nc1cc(OC)ccc1OC
13	CN(C(=O)COC(=O)COc1ccc(Cl)cc1)C1CCCCC1
14	CCc1ccccc1OCC(=O)Nc1cccc(S(=O)(=O)NC2=NCCCCC2)c1
15	CCCn1c(SCC(=O)Nc2nnc(-c3ccccc3)s2)nnc1-c1ccccn1
16	COc1cc(CNCc2ccco2)cc(OC)c1O

Compound,5,6,7,8,9,10,11,12,13,14,15,16
MCF10A rerep,-1%,6%,12%,-1%,4.1µM*,0%,?,3%,-6%,-1%,18µM*,1%
KB-3-1 cytotox,-15%,-11%,3.3µM*,1%,-3%,-2%,?,-9%,0%,0%,5%,14%
KB-V1 MDR tox,28%,?,?,?,?,8%,-42%,13µM*,26%,?,19%,101%
DRD3 agonist,-52,-5,-8,-5,-28,-11,-12,1,-3,-5,0,-2
SW480 rerep,-11%,1%,21%,0%,?,-29%,18%,4%,-9%,?,0%,-1%
IL1B secr inh,4,-15,-10,-6,-103*,-13,256,23,0,?,34,-11
HT1080NT lethal,-2%,1%,-3%,-9%,22µM*,2%,?,-4%,11%,-21%,17%,16%
GLP1R cytotox,5%,-8%,-2%,18%,?,-4%,?,-16%,-2%,0%,2%,0%
HT1080 IDH1KD tx,7%,1%,?,1%,13µM*,1%,12µM*,-10%,9%,-30%,17%,?

17	CCc1cc(Br)ccc1NC(=S)NCCc1ccccc1
18	Cc1nc2nc(C)c(CCC(=O)NCCC3=CCCCC3)c(C)n2n1
19	CC(C)Cn1c(-c2csc3ccccc23)n[nH]c1=S
20	O=C(COC(=O)C1CCN(S(=O)(=O)c2cc([N+](=O)[O-])ccc2Cl)CC1)Nc1ncc(Cl)cc1Cl
21	COCC(C)n1c(C)cc(C(=O)CN2C(=O)NC3(CCCCC3C)C2=O)c1C (stereo not drawn)
22	N#Cc1c2n(c(=S)n(-c3ccccn3)c1=O)CCCCC2
23	O=C1NC[C@H](CCCCN2C[C@H](Cc3ccc(O)cc3)N(CCc3ccc(O)cc3)C(=O)C2=O)N(Cc2ccccc2)C1=O
24	CC(=O)c1cc(-c2ccc(F)cc2)n(CCC(=O)Nc2cc(C)[nH]n2)c1C

Compound,17,18,19,20,21,22,23,24
MCF10A rerep,24%,0%,11%,13%,1%,-2%,/,-3%
KB-3-1 cytotox,0%,0%,6%,6%,17%,0%,8%,2%
KB-V1 MDR tox,?,0%,16µM*,8%,5%,18%,24%,11%
DRD3 agonist,-15,-3,-1,2,8,0,-6,4
SW480 rerep,11%,-1%,6%,4%,-2%,-2%,/,-4%
IL1B secr inh,?,5,13,-10,6,6,-18,-17
HT1080NT lethal,-2%,-1%,-4%,9%,6%,-10%,-1%,10%
GLP1R cytotox,?,-8%,71%[activator],8%,-2%,24%,0%,21%
HT1080 IDH1KD tx,-8%,8%,1%,3%,10%,1%,8%,4%

25	N#CC1=C(N)NC(SCC(=O)Nc2ccccc2)=C(C#N)C12CCCCC2
26	COc1ccccc1NC(=O)C1CCCN(c2nnc(C)c3c(C)n(-c4ccccc4)nc23)C1 (stereo not drawn)
27	CC(=O)C(Cc1ccc(Cl)nc1)(Cc1ccc(Cl)nc1)C(C)=O
28	COc1ccc(-c2cc(C(=O)N/N=C/c3cccnc3)c3ccccc3n2)cc1
29	COc1ccc(/C=C/C(=O)NCC(=O)N/N=C/c2cccs2)cc1
30	COc1cccc(CNC(=O)c2sc3nc[nH]c(=O)c3c2C)c1
31	Cc1c(C)c2ccc(OCC(=O)N3CC[C@@]4(O)CCCC[C@H]4C3)c(C)c2oc1=O
32	O=C1NCCCc2c1oc1cc(Br)c(O)c(Br)c21

Compound,25,26,27,28,29,30,31,32
MCF10A rerep,0%,/,0%,?,0%,/,1%,18%
KB-3-1 cytotox,-3%,9%,7%,-12%,0%,-2%,0%,-5%
KB-V1 MDR tox,-13%,-1%,9%,-4%,-13%,4%,-26%,?
DRD3 agonist,-1,0,-6,15,4,-9,8,-6
SW480 rerep,-3%,/,-9%,?,-5%,/,-5%,5%
IL1B secr inh,0,/,45,-12,-5,/,-11,?
HT1080NT lethal,-1%,/,10%,?,5%,/,-2%,-18%
GLP1R cytotox,-17%,-13%,4%,-21%,-13%,5%,-10%,-15%
HT1080 IDH1KD tx,-14%,/,10%,?,18%,/,0%,-25%

A second format for part of the listing above:
Order of values: MCF10A rerep, KB-3-1 cytotox, KB-V1 MDR tox, DRD3 agonist, SW480 rerep, IL1B secr inh, HT1080NT lethal, GLP1R cytotox, HT1080 IDH1KD tx
[11] COc1ccc(C(NC(C)=O)c2cc(Cl)c3cccnc3c2O)cc1 (stereo not drawn)
  ?, ?, -42%, -12, 18%, 256, ?, ?, 12µM*
[13] CN(C(=O)COC(=O)COc1ccc(Cl)cc1)C1CCCCC1
  -6%, 0%, 26%, -3, -9%, 0, 11%, -2%, 9%

More results
33	CC(=O)Nc1ccc(C(=O)NN2C(=O)c3ccccc3C2=O)cc1
34	Nc1c2c(nc3ccccc13)CCC2
35	Cc1noc(C(=O)N2CC3(C)CC2CC(C)(C)C3)c1Cl (stereo not drawn)
36	CCOc1ccc(OCC)c(NC(=O)C2CCCN2S(=O)(=O)c2cccc3cccnc23)c1 (stereo not drawn)
37	Cc1nc2cc(-c3ccccc3)sc2c(=O)n1N
38	CC(=O)c1cccc(NC(=O)NN2CCN(C)CC2)c1
39	COc1ccccc1CNC(=O)CCCn1c(=O)c2ccccc2n(Cc2ccc(C)cc2)c1=O
40	Cc1ccc(NC(=O)CNc2cccc(S(=O)(=O)N3CCCC3)c2)cc1F

Compound,33,34,35,36,37,38,39,40
MCF10A rerep,-3%,?,15%,23%,0%,0%,/,15%
KB-3-1 cytotox,15%,-19%,-8%,?,3.7µM*,20%,5%,?
KB-V1 MDR tox,14%,-21%,-4%,0%,0%,28%,0%,-11%
DRD3 agonist,2,-10,10,-3,2,1,-10,-1
SW480 rerep,-12%,3%,2%,23%,-12%,5.8µM*,/,-4%
IL1B secr inh,8,-3,52,34,-6,-24,/,-67*
HT1080NT lethal,11%,-2%,-1%,-21%,3.7µM*,19%,/,?
GLP1R cytotox,1%,?,-10%,12%,3%,5%,-4%,14%
HT1080 IDH1KD tx,29%,-2%,-1%,-4%,3.7µM*,11%,/,-12%

41	CN1C(=O)C(C)(C)c2cc(S(=O)(=O)NCC3CCC(C(=O)NC4CCCCC4)CC3)ccc21 (stereo not drawn)
42	O=C(NC(=S)Nc1ccc(-c2ccc(CO)o2)cc1)c1cccs1
43	COC(=O)c1ccc2nc(C3CCCCC3)c(Cc3ccccc3C(F)(F)F)n2c1
44	COC(=O)[C@H](Cc1ccccc1)[C@@H](C)OS(N)(=O)=O
45	NC(=O)c1ccc(NC(=O)COC(=O)C2CCN(S(=O)(=O)c3cccs3)CC2)cc1
46	COCCNC(=O)c1ccc(-c2csc(C)n2)cc1
47	CCc1nnc(NS(=O)(=O)c2ccc(NC(=O)/C=C/c3ccccc3Cl)cc2)s1
48	CCC(Oc1ccccc1)C(=O)N1CCN(c2ccccn2)CC1 (stereo not drawn)
49	COc1ccc(C(=O)NC2CCN(C(=S)Nc3cc(C)cc(C)c3)CC2)cc1

Compound,41,42,43,44,45,46,47,48,49
MCF10A rerep,3%,-11%,/,12%,12%,-3%,-37%[inhibitor],1%,-8%
KB-3-1 cytotox,-11%,10%,-1%,5%,-1%,-1%,4%,9%,7%
KB-V1 MDR tox,-4%,13%,?,1%,12%,-7%,11%,-6%,5%
DRD3 agonist,2,20,4,0,-1,4,2,-3,3
SW480 rerep,-16%,-9%,/,-4%,-3%,-8%,-9%,-7%,-5%
IL1B secr inh,9,-19,-17,6,16,0,7,15,3
HT1080NT lethal,-3%,13%,?,13%,7%,8%,-20%,2%,8%
GLP1R cytotox,-15%,-2%,2%,5%,6%,5%,-20%,3%,-13%
HT1080 IDH1KD tx,3%,0%,?,5%,1%,3%,-26%,-1%,8%

High-throughput results as filed in PubChem BioAssay.
